MEKK2wt PB1 HTS = raises or lowers MEK5 binding to wildtype human MEKK2 PB1 domain | AID 1531 | 1.1% of 290,000 active | binding response (% of control), % at 10 µM | bead flow cytometry, Alexa488-MEK5 binding to MEKK2 WT; actives lie on both sides; in the data active means binding response below about 67% or above about 130%
OXTR ag = human OXTR agonism; P30559; CHO-OTR cells, Fluo-8 calcium fluorescence; normalized: DMSO 0%, oxytocin 100%; activation, % at 3 µM; 0.32% of 320,000 active; AID 2435;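 active means activation above the mean of all tested compounds plus 3 SD, cutoff set per screening run, cut at about 20% in these data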;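 further: peak over basal fluorescence ratio from a 100 s FLIPR kinetic read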
Target sequence (P30559 whole entry, looked up): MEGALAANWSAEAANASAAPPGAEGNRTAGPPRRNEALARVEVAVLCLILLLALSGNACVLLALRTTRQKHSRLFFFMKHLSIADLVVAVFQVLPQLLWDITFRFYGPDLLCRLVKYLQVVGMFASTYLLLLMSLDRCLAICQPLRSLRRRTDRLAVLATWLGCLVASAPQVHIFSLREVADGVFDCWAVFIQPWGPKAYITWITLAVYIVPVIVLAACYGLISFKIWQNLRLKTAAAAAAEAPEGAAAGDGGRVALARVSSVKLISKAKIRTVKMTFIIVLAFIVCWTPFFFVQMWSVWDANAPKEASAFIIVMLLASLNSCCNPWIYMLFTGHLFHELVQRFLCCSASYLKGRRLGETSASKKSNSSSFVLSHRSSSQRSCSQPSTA
PHOSPHO1 inh = inhibitors of human PHOSPHO1 phosphatase; Q8TCT1; recombinant PHOSPHO1, absorbance phosphatase assay; inhibition, % at 13.3 µM; 1.1% of 290,000 active; in the data active means inhibition above about 60%
GPR7 antag = blocks human GPR7 receptor signaling | P48145 | GPR7-expressing cells, fluorescence antagonist assay | inhibition, % at 4.4 µM | 1.1% of 290,000 active | AID 1861; in the data active means inhibition above about 16%, passing the limit was not always enough;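 further: cells stimulated with the agonist NPW; 0% = agonist with vehicle and 100% = vehicle without agonist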
MEKK3 PB1 HTS = raises or lowers MEK5 binding to the human MEKK3 PB1 domain | Q99759 | bead-based flow cytometry, Alexa488-MEK5 binding to MEKK3; actives lie on both sides; 0 = blocked by unlabeled MEK5, 100 = vehicle | binding response (% of control), % at 10 µM | 1.4% of 290,000 active | AID 1529;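 active means binding response more than 3 SD above or below the average of its plate-row segment, actives on both sides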;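 further: Alexa488 bead fluorescence after subtracting the streptavidin-only scavenger bead signal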
Target sequence (Q99759 whole entry, looked up, the tested form may be a part): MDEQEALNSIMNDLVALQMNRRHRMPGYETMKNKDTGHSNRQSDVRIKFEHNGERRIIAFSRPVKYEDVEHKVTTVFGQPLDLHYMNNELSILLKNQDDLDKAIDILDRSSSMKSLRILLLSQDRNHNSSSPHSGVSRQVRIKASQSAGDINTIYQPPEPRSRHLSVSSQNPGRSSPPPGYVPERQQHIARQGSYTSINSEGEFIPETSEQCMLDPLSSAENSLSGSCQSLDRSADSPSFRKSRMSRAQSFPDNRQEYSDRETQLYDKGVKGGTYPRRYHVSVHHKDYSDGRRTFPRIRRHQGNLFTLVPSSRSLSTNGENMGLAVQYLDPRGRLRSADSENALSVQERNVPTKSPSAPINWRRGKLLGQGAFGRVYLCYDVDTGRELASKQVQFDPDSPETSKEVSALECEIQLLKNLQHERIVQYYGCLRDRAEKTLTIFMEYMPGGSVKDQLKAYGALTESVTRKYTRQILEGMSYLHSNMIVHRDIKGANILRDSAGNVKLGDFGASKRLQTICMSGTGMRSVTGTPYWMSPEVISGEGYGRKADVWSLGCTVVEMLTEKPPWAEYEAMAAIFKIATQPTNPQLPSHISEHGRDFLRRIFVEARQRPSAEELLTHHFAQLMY
MEKK2 mut-MEK5 = signal of MEK5 binding to mutant human MEKK2 PB1 domain. bead flow cytometry, Alexa488-MEK5 binding to MEKK2 mutant. percent response, % at 10 µM. 0.35% of 290,000 active. AID 1530; in the data active means percent response above about 24%, passing the limit was not always enough; further: inactives centre near 1; some results filed as inactive read as strong as hits; reference of the scale not given here
NALP1 inh = inhibitors of NALP1 inflammasome in yeast. AID 2071. 0.61% of 280,000 active. S. cerevisiae NALP1/ASC/caspase-1 growth, X-gal OD620, 72 h. inhibition, % at 10 µM; in the data active means inhibition mostly above about 24%, no sharp cut-off; inactive means mostly below about 32%; further: some compounds called inactive have numbers as strong as hits
M18AAP inhibitor = blocks P. falciparum M18 aspartyl aminopeptidase. recombinant PfM18AAP, H-Glu-NHMec fluorogenic cleavage. inhibition, % at 7.35 µM. 1.2% of 290,000 active;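 active means inhibition above the campaign mean inhibition over all tested compounds plus 3 SD, cut at about 28% in these data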;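 further: 0% = plate median of test compound wells and 100% = 2 mM ZnCl2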
DNA FID counter = counter-screen for HCV NS3 helicase inhibitors: DNA intercalator displacement; 0.17% of 290,000 active; inhibition, % at 7.9 µM; DNA fluorescent intercalator displacement, fluorescence; in the data active means inhibition above about 37%;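 further: 0% = vehicle and 100% = reference compound; higher means more ethidium bromide displaced from hairpin DNA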
Numbers without * were called inactive. Compounds were not picked by outcome (roughly 6.2% active in at least one column).

For COc1ccccc1NC(=O)CSc1nnc(-c2ccco2)n1N the results were MEKK2wt PB1 HTS 100.0, OXTR ag 1.1, PHOSPHO1 inh 15.9, GPR7 antag -9.4, MEKK3 PB1 HTS 104.0, MEKK2 mut-MEK5 -1.0, NALP1 inh 8.5, M18AAP inhibitor 2.4 and DNA FID counter -2.4.
For Cc1cc(/C=C(\C#N)C(=O)NCc2cccs2)c(C)n1-c1ccc([N+](=O)[O-])cc1 the results were MEKK2wt PB1 HTS 103.0, OXTR ag -0.6, PHOSPHO1 inh 5.7, GPR7 antag -3.9, MEKK3 PB1 HTS 111.0, MEKK2 mut-MEK5 2.0, NALP1 inh 17.3, M18AAP inhibitor -2.6 and DNA FID counter -0.4.
Cc1ccc(-c2cc(C(=O)Nc3c(C)n(C)n(-c4ccccc4)c3=O)[nH]n2)c(O)c1 was read as MEKK2wt PB1 HTS 90.0, OXTR ag -0.3, PHOSPHO1 inh 11.4, GPR7 antag 0.2, MEKK3 PB1 HTS 93.0, MEKK2 mut-MEK5 -5.0, NALP1 inh -2.6, M18AAP inhibitor 9.2 and DNA FID counter -20.5.
COC(=O)c1c(C)c[nH]c1C was read as MEKK2wt PB1 HTS 94.0, OXTR ag 0.7, PHOSPHO1 inh -0.2, GPR7 antag -6.7, MEKK3 PB1 HTS 102.0, MEKK2 mut-MEK5 -3.0, NALP1 inh -3.9, M18AAP inhibitor -3.3 and DNA FID counter 0.6.
`CC(C)c1nnc(SCC(=O)NC(C)(C)C)n1C` gave MEKK2wt PB1 HTS 89.0, OXTR ag 0.7, PHOSPHO1 inh 39.7, GPR7 antag -2.7, MEKK3 PB1 HTS 88.0, MEKK2 mut-MEK5 -3.0, NALP1 inh -5.3, M18AAP inhibitor -8.3 and DNA FID counter 2.1.
`O=[N+]([O-])c1ccc(N2CCCCC2)nc1N1CCCCC1` gave MEKK2wt PB1 HTS 90.0, OXTR ag -2.4, PHOSPHO1 inh 12.2, GPR7 antag -12.9, MEKK3 PB1 HTS 91.0, MEKK2 mut-MEK5 -19.0, NALP1 inh 0.4, M18AAP inhibitor 1.7 and DNA FID counter -4.4.
Cc1ccc(OCC(O)CNC(C)c2ccccc2)cc1C (stereo unspecified) was read as MEKK2wt PB1 HTS 107.0, OXTR ag 4.2, PHOSPHO1 inh 43.5, GPR7 antag 12.2, MEKK3 PB1 HTS 100.0, MEKK2 mut-MEK5 -2.0, NALP1 inh -12.1, M18AAP inhibitor 5.0 and DNA FID counter 29.5.
For CC(=O)Nc1ccc2nc(CN3CCN(Cc4ccc(F)cc4)C(CCO)C3)ccc2c1 (stereo unspecified) the results were MEKK2wt PB1 HTS 111.0, OXTR ag 0.6, PHOSPHO1 inh 26.9, GPR7 antag -19.4, MEKK3 PB1 HTS 108.0, MEKK2 mut-MEK5 12.0, NALP1 inh -14.5, M18AAP inhibitor 7.0 and DNA FID counter -4.9.
Screening COc1ccc2oc(=O)c(C(=O)Nc3ccccc3C)cc2c1 returned MEKK2wt PB1 HTS 106.0, OXTR ag -1.4, PHOSPHO1 inh 19.3, GPR7 antag -20.9, MEKK3 PB1 HTS 104.0, MEKK2 mut-MEK5 3.0, NALP1 inh 3.6, M18AAP inhibitor 10.8 and DNA FID counter -11.7.
CCN(CC)S(=O)(=O)c1ccc2c(c1)N(CC(=O)NCCCN1CC(C)CC(C)C1)C(=O)CO2 (stereo unspecified) was read as MEKK2wt PB1 HTS 102.0, OXTR ag 0.4, PHOSPHO1 inh 26.3, GPR7 antag -9.6, MEKK3 PB1 HTS 96.0, MEKK2 mut-MEK5 1.0, NALP1 inh -1.6, M18AAP inhibitor 4.7 and DNA FID counter 8.4.
CC(C(=O)c1ccccc1)n1c(N2CCOCC2)nc2c1c(=O)n(C)c(=O)n2C (stereo unspecified) was read as MEKK2wt PB1 HTS 100.0, OXTR ag -0.3, PHOSPHO1 inh -1.6, GPR7 antag 7.2, MEKK3 PB1 HTS 98.0, MEKK2 mut-MEK5 -4.0, NALP1 inh 13.1, M18AAP inhibitor -6.5 and DNA FID counter -3.9.
Screening COc1ccc2cc(C)c3nnc(SCC(=O)Nc4nc(-c5ccc(F)cc5)cs4)n3c2c1 returned MEKK2wt PB1 HTS 95.0, OXTR ag -0.7, PHOSPHO1 inh 1.0, GPR7 antag -10.0, MEKK3 PB1 HTS 94.0, MEKK2 mut-MEK5 -1.0, NALP1 inh 31.5, M18AAP inhibitor -1.3 and DNA FID counter -2.7.
CC(C)c1ccc(-c2noc(C3CCCN(S(C)(=O)=O)C3)n2)cc1 (stereo unspecified) was read as MEKK2wt PB1 HTS 97.0, OXTR ag 1.5, PHOSPHO1 inh -1.4, GPR7 antag -3.8, MEKK3 PB1 HTS 98.0, MEKK2 mut-MEK5 -3.0, NALP1 inh 8.9, M18AAP inhibitor 3.7 and DNA FID counter -14.6.
Screening CC(C)(C)NC(=O)CSc1nc2ccccc2n1-c1ccccc1 returned MEKK2wt PB1 HTS 100.0, OXTR ag -0.6, PHOSPHO1 inh 61.5*, GPR7 antag 3.1, MEKK3 PB1 HTS 101.0, MEKK2 mut-MEK5 6.0, NALP1 inh 9.9, M18AAP inhibitor 26.3 and DNA FID counter -33.0.
Screening CCC(c1nnnn1C(C)(C)CC)N(CCN1CCOCC1)Cc1cc2cc(C)ccc2[nH]c1=O (stereo unspecified) returned OXTR ag -1.4, PHOSPHO1 inh 22.6, GPR7 antag -7.8, NALP1 inh 10.4, M18AAP inhibitor 12.8 and DNA FID counter -2.2.
Screening O=C(Nc1ccc(Cl)cc1)c1ccc(-n2cccn2)c([N+](=O)[O-])c1 returned MEKK2wt PB1 HTS 109.0, OXTR ag 12.5, PHOSPHO1 inh 25.3, GPR7 antag -2.5, MEKK3 PB1 HTS 106.0, MEKK2 mut-MEK5 -5.0, NALP1 inh 29.4, M18AAP inhibitor -10.6 and DNA FID counter 4.1.
CCOC(=O)N1CCN(C(=O)CS(=O)(=O)Cc2nc(-c3cccc(OC)c3)oc2C)CC1 was read as MEKK2wt PB1 HTS 105.0, OXTR ag 0.8, PHOSPHO1 inh -4.1, GPR7 antag -24.3, MEKK3 PB1 HTS 104.0, MEKK2 mut-MEK5 2.0, NALP1 inh 5.6, M18AAP inhibitor 2.8 and DNA FID counter -54.0.
For FC(F)(F)c1cccc(NC(=S)NCCc2ccccn2)c1 the results were MEKK2wt PB1 HTS 90.0, OXTR ag 0.7, PHOSPHO1 inh 10.5, GPR7 antag -4.2, MEKK3 PB1 HTS 85.0, MEKK2 mut-MEK5 -9.0, NALP1 inh 8.7, M18AAP inhibitor -13.0 and DNA FID counter -1.5.
`O=C1c2cccnc2C(=O)N1CO` gave MEKK2wt PB1 HTS 99.0, OXTR ag 1.2, PHOSPHO1 inh 18.2, GPR7 antag -13.2, MEKK3 PB1 HTS 104.0, MEKK2 mut-MEK5 4.0, NALP1 inh 20.0, M18AAP inhibitor -7.2 and DNA FID counter 5.7.
Cc1ccc(C)c(Nc2nc(-c3ccncc3)nc3ccccc23)c1 was read as MEKK2wt PB1 HTS 98.0, OXTR ag -2.2, GPR7 antag -14.5, MEKK3 PB1 HTS 101.0, MEKK2 mut-MEK5 6.0, NALP1 inh 18.2, M18AAP inhibitor 1.8 and DNA FID counter -31.5.
`O=Cc1ccc(OCc2ccccn2)cc1` gave MEKK2wt PB1 HTS 112.0, OXTR ag -0.6, PHOSPHO1 inh 21.6, GPR7 antag -15.1, MEKK3 PB1 HTS 87.0, MEKK2 mut-MEK5 4.0, NALP1 inh 14.9, M18AAP inhibitor -4.0 and DNA FID counter -2.6.
`O=C1CCN(CCc2ccccc2)CCN1[C@H](CSc1ccccc1)Cc1ccccc1` gave MEKK2wt PB1 HTS 112.0, OXTR ag 1.1, PHOSPHO1 inh 4.0, GPR7 antag 12.9, MEKK3 PB1 HTS 101.0, MEKK2 mut-MEK5 1.0, NALP1 inh 20.4, M18AAP inhibitor -0.4 and DNA FID counter -9.2.
Screening COc1cccc2c1O/C(=N\O)C(C(=O)Nc1ccc(C)cc1)C2 (stereo unspecified) returned MEKK2wt PB1 HTS 102.0, OXTR ag 1.0, GPR7 antag 21.9, MEKK3 PB1 HTS 100.0, MEKK2 mut-MEK5 6.0, NALP1 inh 12.7, M18AAP inhibitor -5.0 and DNA FID counter -5.1.
Screening NC(=O)CC(c1ccccc1)c1ccco1 (stereo unspecified) returned MEKK2wt PB1 HTS 97.0, OXTR ag 0.4, PHOSPHO1 inh 48.5, GPR7 antag 1.5, MEKK3 PB1 HTS 98.0, MEKK2 mut-MEK5 -2.0, NALP1 inh 7.9, M18AAP inhibitor -5.6 and DNA FID counter 1.0.

Among those listed so far, three have a nitro group on carbon.
For Cc1cc(/C=C(\C#N)C(=O)NCc2cccs2)c(C)n1-c1ccc([N+](=O)[O-])cc1 the results were MEKK2wt PB1 HTS 103.0, OXTR ag -0.6, PHOSPHO1 inh 5.7, GPR7 antag -3.9, MEKK3 PB1 HTS 111.0, MEKK2 mut-MEK5 2.0, NALP1 inh 17.3, M18AAP inhibitor -2.6 and DNA FID counter -0.4.
`O=[N+]([O-])c1ccc(N2CCCCC2)nc1N1CCCCC1` gave MEKK2wt PB1 HTS 90.0, OXTR ag -2.4, PHOSPHO1 inh 12.2, GPR7 antag -12.9, MEKK3 PB1 HTS 91.0, MEKK2 mut-MEK5 -19.0, NALP1 inh 0.4, M18AAP inhibitor 1.7 and DNA FID counter -4.4.
Screening O=C(Nc1ccc(Cl)cc1)c1ccc(-n2cccn2)c([N+](=O)[O-])c1 returned MEKK2wt PB1 HTS 109.0, OXTR ag 12.5, PHOSPHO1 inh 25.3, GPR7 antag -2.5, MEKK3 PB1 HTS 106.0, MEKK2 mut-MEK5 -5.0, NALP1 inh 29.4, M18AAP inhibitor -10.6 and DNA FID counter 4.1.

The listing continues:
Cc1ccc(OCC(O)CN2CCN(CC(O)COc3ccc(C)cc3Cl)CC2)c(Cl)c1 (stereo unspecified) was read as MEKK2wt PB1 HTS 134.0*, OXTR ag 1.6, PHOSPHO1 inh 3.7, GPR7 antag 2.1, MEKK3 PB1 HTS 112.0, MEKK2 mut-MEK5 11.0, NALP1 inh 33.5, M18AAP inhibitor 5.1 and DNA FID counter 2.7.
For CN1CCN(S(=O)(=O)c2ccc(NCc3ccc4c(c3)OCO4)nc2)CC1 the results were MEKK2wt PB1 HTS 103.0, OXTR ag 0.3, PHOSPHO1 inh 35.8, GPR7 antag -12.6, MEKK3 PB1 HTS 97.0, MEKK2 mut-MEK5 -3.0, NALP1 inh 0.5, M18AAP inhibitor 1.0 and DNA FID counter -3.5.
For C/C(=N\Nc1ccc([N+](=O)[O-])cc1)c1ccc(N2CCOCC2)cc1 the results were MEKK2wt PB1 HTS 94.0, OXTR ag 1.7, PHOSPHO1 inh -14.9, GPR7 antag -7.6, MEKK3 PB1 HTS 91.0, MEKK2 mut-MEK5 -18.0, NALP1 inh -5.0, M18AAP inhibitor 24.4 and DNA FID counter 0.7.
For Cn1nc(C(C)(C)C)c(NC(=O)c2sccc2Cl)c1C(C)(C)C the results were MEKK2wt PB1 HTS 83.0, OXTR ag -1.7, PHOSPHO1 inh -3.6, GPR7 antag -3.3, MEKK3 PB1 HTS 85.0, MEKK2 mut-MEK5 -25.0, NALP1 inh 2.9, M18AAP inhibitor -7.1 and DNA FID counter -32.9.
Screening Cc1ccc(C(=O)Nc2cccnc2N2CCN(C)CC2)cc1 returned MEKK2wt PB1 HTS 104.0, OXTR ag -0.1, PHOSPHO1 inh -8.2, GPR7 antag -21.7, MEKK3 PB1 HTS 100.0, MEKK2 mut-MEK5 -1.0, NALP1 inh 3.2, M18AAP inhibitor 5.6 and DNA FID counter 11.7.

Source: PubChem BioAssay (several laboratories)
